Screening results from PubChem BioAssay.
EPAC2 antagonist: qHTS for Antagonist of cAMP-regulated guanine nucleotide exchange factor 2 (EPAC2): primary screen; 0.18% of 360,000 active; Potency, µM (series often up to 114 µM), without a hit: top-dose activity, negative = inhibition, most hits filed as inhibitors; EPAC2 GEF exchange of Rap1B-BODIPY-GDP, fluorescence; AID 720708, 2013; note: % is set by controls: 0 for no effect and ±100 for the full control effect; nearly all actives have a fitted effect of over 45% in size; many of its hits are not listed in these tables
EPAC1 antagonist: qHTS for Antagonist of cAMP-regulated guanine nucleotide exchange factor 3 (EPAC1): primary screen; Rap guanine nucleotide exchange factor 3 (Homo sapiens), O95398; EPAC1 GEF assay, Rap1b-BODIPY-GDP exchange fluorescence; Potency, µM (series often up to 115 µM), without a hit: top-dose activity change, negative = inhibition, most hits filed as inhibitors; 0.14% of 360,000 active; AID 720709, 2013;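 note: plate controls were vehicle for no effect and positive control for full effect; nearly all actives have a fitted effect of over 50% in size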
Target sequence (O95398 whole entry, looked up): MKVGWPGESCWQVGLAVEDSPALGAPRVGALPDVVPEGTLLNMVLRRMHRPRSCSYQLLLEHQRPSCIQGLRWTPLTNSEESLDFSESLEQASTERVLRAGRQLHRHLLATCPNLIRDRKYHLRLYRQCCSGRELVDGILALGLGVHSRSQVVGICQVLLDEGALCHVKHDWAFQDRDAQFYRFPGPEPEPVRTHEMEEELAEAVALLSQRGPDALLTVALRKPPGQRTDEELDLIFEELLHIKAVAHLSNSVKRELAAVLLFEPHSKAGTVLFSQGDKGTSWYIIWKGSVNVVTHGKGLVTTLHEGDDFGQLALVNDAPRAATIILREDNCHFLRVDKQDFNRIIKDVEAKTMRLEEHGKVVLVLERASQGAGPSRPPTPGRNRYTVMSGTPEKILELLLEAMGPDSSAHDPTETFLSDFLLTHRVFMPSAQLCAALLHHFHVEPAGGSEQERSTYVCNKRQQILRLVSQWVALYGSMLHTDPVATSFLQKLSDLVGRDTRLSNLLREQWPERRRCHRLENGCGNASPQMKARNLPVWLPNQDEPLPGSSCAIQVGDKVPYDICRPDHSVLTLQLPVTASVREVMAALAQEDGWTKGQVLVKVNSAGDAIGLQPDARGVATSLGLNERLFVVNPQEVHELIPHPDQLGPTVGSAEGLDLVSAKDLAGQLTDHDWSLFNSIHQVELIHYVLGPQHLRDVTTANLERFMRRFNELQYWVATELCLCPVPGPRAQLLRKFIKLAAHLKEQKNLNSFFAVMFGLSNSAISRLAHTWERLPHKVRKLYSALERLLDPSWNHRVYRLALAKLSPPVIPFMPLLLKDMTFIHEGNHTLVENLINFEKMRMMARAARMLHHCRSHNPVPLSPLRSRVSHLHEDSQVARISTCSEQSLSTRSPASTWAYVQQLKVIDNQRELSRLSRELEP
TDP43 rescue: qHTS of TDP-43 Inhibitors | TDP-43 expressing yeast growth rescue, BacTiter-Glo, 24 h | Potency, µM (highest dose often 46.1 µM), for the others: at the highest dose growth rescue (activation), hits mostly activators | 1.8% of 410,000 active | AID 652104, 2013; note: % of control where 0% means no effect; nearly all actives have a fitted effect of over 50% in size
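Galactose-induced TDP-43 yeast, OD600=0.02, compound pinned; 24 hr, 30 deg C; BacTiter-Glo luminescence for growth. Inhibitors of TDP-43 toxicity read as activators.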
aSyn rescue: qHTS of alpha-syn Inhibitors | Yeast expressing alpha-synuclein, growth rescue, BacTiter-Glo, 24 h | 0.14% of 370,000 active | Potency, µM (series often up to 46.1 µM), inactives show at the top dose growth rescue (activation), most hits filed as activators | AID 652106, 2013; note: % of control where 0% means no effect; nearly all actives have a fitted effect of over 65% in size
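Screening used galactose-induced yeast with toxic alpha-synuclein levels, exposed to compound for 24 hr at 30 deg C. Cell growth, read with BacTiter-Glo luminescence, gave the measured signal.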
EPAC2 agonist: qHTS for Agonist of cAMP-regulated guanine nucleotide exchange factor 4 (EPAC2): primary screen. Rap guanine nucleotide exchange factor 4 (Homo sapiens), Q8WZA2. EPAC2 activation, biochemical qHTS; response scale: 100% = 6.5 mM cAMP response. Potency, µM (doses to about 154 µM), inactives show at the highest dose activation, hits mostly activators. 0.079% of 360,000 active. AID 720711, 2013; note: nearly all actives have a fitted effect of over 50% in size
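Exchange assay: 100 nM EPAC2 with 250 nM Rap1B-BODIPY-GDP and 50 uM GDP. Fluorescence (ex 480/em 540 nm) read every 5 min for 30 min at room temperature. Data normalized to 6.5 mM cAMP as agonist control.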
FUS yeast rescue: qHTS for Suppressors of FUS Proteinopathy: Primary screen using FUS-linked yeast assay. S. cerevisiae FUS-expressing, growth rescue, OD600, 24 h. Potency, µM (titrated, usually from 76.6 µM), for inactives: top-dose growth rescue (activation), hits mostly activators. 0.24% of 390,000 active. AID 1347120, 2019;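 note: plate controls were DMSO vehicle for no effect and reference control for full effect; nearly all actives have a fitted effect of over 55% in size; some results filed as inactive show a strong effect at the top dose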
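Galactose (2%) drives FUS expression in yeast precultured in raffinose; seeding density OD 0.005. Test compounds incubated 24hr at 30C and 99% humidity before absorbance at 600 nm was measured.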
EPAC1 ag: qHTS for Agonist of cAMP-regulated guanine nucleotide exchange factor 3 (EPAC1): primary screen | Potency, µM (top dose mostly 154 µM), without a hit: top-dose activation, hits mostly activators | 0.073% of 360,000 active | Rap guanine nucleotide exchange factor 3 (Homo sapiens), O95398 | AID 720707, 2013 | EPAC1 agonist qHTS, biochemical assay; response scale: 100% = response to 6.5 mM cAMP; note: nearly all actives have a fitted effect of over 60% in size
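Normalized to 6.5 mM cAMP, activity reflects EPAC1-catalysed release of BODIPY-GDP from Rap1B, followed kinetically over 30 min at 480 nm excitation, 540 nm emission. Reaction contained 100 nM EPAC1, 250 nM Rap1B-BODIPY-GDP, 50 uM GDP.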
PTHR1 agonist: qHTS for PTHR1 Agonists: Primary Screen | Parathyroid hormone/parathyroid hormone-related peptide receptor (Homo sapiens), Q03431 | HEK293 GP2 PTHR1 cells, GloSensor cAMP luminescence, 1 h | Potency, µM (highest dose often 115 µM), without a hit: at the top dose activation, actives largely listed as activators | 0.075% of 410,000 active | AID 743266, 2014; note: nearly all actives have a fitted effect of over 55% in size; some results filed as inactive show a strong effect at the top dose; inactives centre near -15; many of its hits are not listed in these tables
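HEK-293-derived GP2 cells expressing PTHR1 and a GloSensor cAMP reporter, 3,000/well, plated overnight, given luciferin plus IBMX (each 0.5 mM as added) for 1 h at 37 °C, then compound for 1 h at 37 °C. Luminescence was read after 15 min at room temperature.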
* marks the source's active call; other numbers are inactive results; i = inactive; ? = inconclusive; . = no result given; & = joins results of further samples; [ ] = remark or other dose. Calls come from the whole dose curve; as a rule, active = well fitted curve in the direction sought with a large enough effect; inconclusive = small, poorly fitted or top-dose-only effect, or another doubt; inactive = no such curve, though single readings can be large; an effect the other way counts as inactive or inconclusive. Potency is the fitted concentration of half-maximal effect.

SMILES	EPAC2 antagonist	EPAC1 antagonist	TDP43 rescue	aSyn rescue	EPAC2 agonist	FUS yeast rescue	EPAC1 ag	PTHR1 agonist
CC(=O)N1CC=CC1(CC(C)C)C(=O)NCCc1c[nH]c2ccccc12 (configuration not stated)	6%	12%	-32%[inhibitor]	-1%	-7%	-4%	-23%	0%
Cc1ccc(C(=O)CSC2=C(C#N)C(c3ccco3)C3=C(CC(C)(C)CC3=O)N2)cc1 (configuration not stated)	-18%	-23%	-20%	3%	14%	72%	13%	-77%[inhibitor]
BrC(/C=N/Nc1nc(N2CCOCC2)nc(N2CCOCC2)n1)=C/c1ccccc1	22%	-2%	?	23%	16%	10%	1%	i
COc1cc2c(cc1OC)C1=C(C#N)CCC(=O)N1CC2	-4%	-11%	-14%	0%	1%	6%	1%	i
CC(=O)c1c(C)n(-c2ccccc2)c2ccc(O)cc12	15%[57.1 µM]	5%	5%	-21%	-3%	21%	-10%	-56%[inhibitor][57.5 µM]
O=C(NCCc1ccccc1)c1ccccc1C(F)(F)F	9%	-5%	1%	6%	7%	-24%	5%	i
CCOc1ccc(NS(=O)(=O)c2ccc(C)c(C(N)=O)c2)cc1	-12%	3%	0%	3%	-2%	-29%	-8%	i
O=C(C1CCCO1)N1CCN(C(=S)Nc2ccc(Cl)cc2Cl)CC1 (configuration not stated)	2%	4%	-20%	0%	4%	-3%	0%	-26%
O=C(c1c[nH]c2ccccc12)N1CCN(Cc2ccccc2)CC1	-1%	-9%	-12%	-2%	-1%	15%	-1%	-24%
CCn1c(SCc2ccccc2)nc2c(c1=O)SCC2	-4%	-15%	0%	4%	7%	7%	14%	-10%
O=C(C1=C[C@@H](c2ccc(C(F)(F)F)cc2)C[C@@H](OCCCCO)O1)N1CCN(Cc2ccccc2)CC1	-18%	?	0%	3%	2%	12%	-18%	-16%
C/C(CC(=O)Nc1cccc(C(F)(F)F)c1)=N\NC(=O)C1CCCCC1	2%	0%	5%	7%	0%	6%	-9%	-14%
CC1CC(NC(=O)CCn2c(=O)oc3ccccc32)CC(C)(C)C1 (configuration not stated)	-8%	0%	13%	1%	5%	12%	-10%	-28%
COc1cccc(CN(C)C(=O)Cc2c[nH]c3ccccc23)c1	-9%	-17%	-4%	4%	0%	12%	-12%	-30%
Cc1ccccc1N(C(=O)CNC(=O)c1ccco1)C(C(=O)NC1CCCCC1)c1cccnc1 (configuration not stated)	44%[activator]	13%	1%	2%	-4%	7%	-4%	i

Gathered by group: those above with a cyano group
SMILES	EPAC2 antagonist	EPAC1 antagonist	TDP43 rescue	aSyn rescue	EPAC2 agonist	FUS yeast rescue	EPAC1 ag	PTHR1 agonist
Cc1ccc(C(=O)CSC2=C(C#N)C(c3ccco3)C3=C(CC(C)(C)CC3=O)N2)cc1 (configuration not stated)	-18%	-23%	-20%	3%	14%	72%	13%	-77%[inhibitor]
COc1cc2c(cc1OC)C1=C(C#N)CCC(=O)N1CC2	-4%	-11%	-14%	0%	1%	6%	1%	i

Compound profiles (already shown).
Results for `CC(=O)N1CC=CC1(CC(C)C)C(=O)NCCc1c[nH]c2ccccc12` (configuration not stated) : EPAC2 antagonist = 6%; EPAC1 antagonist = 12%; TDP43 rescue = -32%[inhibitor]; aSyn rescue = -1%; EPAC2 agonist = -7%; FUS yeast rescue = -4%; EPAC1 ag = -23%; PTHR1 agonist = 0%
Results for `CC(=O)c1c(C)n(-c2ccccc2)c2ccc(O)cc12` : EPAC2 antagonist = 15%[57.1 µM]; EPAC1 antagonist = 5%; TDP43 rescue = 5%; aSyn rescue = -21%; EPAC2 agonist = -3%; FUS yeast rescue = 21%; EPAC1 ag = -10%; PTHR1 agonist = -56%[inhibitor][57.5 µM]
Results for `O=C(C1=C[C@@H](c2ccc(C(F)(F)F)cc2)C[C@@H](OCCCCO)O1)N1CCN(Cc2ccccc2)CC1` : EPAC2 antagonist = -18%; EPAC1 antagonist = ?; TDP43 rescue = 0%; aSyn rescue = 3%; EPAC2 agonist = 2%; FUS yeast rescue = 12%; EPAC1 ag = -18%; PTHR1 agonist = -16%

Additional entries:
SMILES	EPAC2 antagonist	EPAC1 antagonist	TDP43 rescue	aSyn rescue	EPAC2 agonist	FUS yeast rescue	EPAC1 ag	PTHR1 agonist
COc1ccc(N2CCN(C(=O)c3cccn4c(=O)c5ccccc5nc34)CC2)cc1	5%	9%	12%	9%	-2%	-4%	2%	-18%
CCOc1ccccc1C(=O)NCCCCNC(=O)c1ccccc1OCC	2%	-23%	11%	2%	9%	12%	7%	i
CCC(=O)Nc1cc(Cl)ccc1N1CCN(C(=O)CC)CC1	8%	7%	9%	-2%	8%	2%	7%	-27%[57.5 µM]
CCC(C)NC(=O)CCC(=O)NNc1nc2ccccc2c2nc(C)nn12 (configuration not stated)	-5%	1%	4%&-9%	2%	-4%	-31%&12%	4%	-26%
N#CCSc1nc2cc(C(=O)N3CCC(C(N)=O)CC3)ccc2c2nc3ccccc3n12	-14%	-8%	-13%	4%	8%	12%	-1%	-50%
CNc1cccc2c1C(=O)c1ccccc1C2=O	-4%	11%	-3%	5%	-4%	37%	-2%	i
CC(=O)Oc1ccccc1Cn1c(C)c(C(=O)NCc2ccc(F)cc2)sc1=O	10%	-16%	29%	5%	1%	14%	-3%	-41%[inhibitor]
Cc1cccc(-c2ocnc2C(=O)Nc2ncc(C)s2)c1	-12%	3%	19%	-3%	8%	-20%	2%	i
O=C(COc1ccc(Cl)cc1)N(Cc1ccccc1)c1nc(-c2ccccc2)cs1	-1%	-1%	-4%	1%	3%	12%	6%	i
CC(C)(C)N(Cc1ccccc1)C(=O)COC(=O)c1ccc(S(=O)(=O)N2CCOCC2)cc1	-5%	2%	9%	10%	-4%	.	18%	-10%
O=C(COC(=O)c1ccc2c(=O)n3c(nc2c1)CCC3)Nc1ccccc1F	11%	-2%	-3%	-4%	6%	-22%	-2%	-18%
O=C(COC(=O)CSCc1ccccc1)NCc1ccccc1	12%	8%	-7%	-7%	-2%	14%	6%	i
c1cc(-c2nnc3n2CCC3)[nH]n1	-5%	-11%	-7%	-7%	1%	-5%	4%	-14%
Cc1ccccc1Nc1nc(N)nc(CN2CCN(c3ccccn3)CC2)n1	-3%	-6%	-8%	-5%	8%	15%	8%	-13%
Clc1ccccc1-c1csc(Nc2cccnc2)n1	-11%	2%	-13%	-1%	14%	47%	6%	-4%
O=C(N/N=C\c1ccc(Cl)cc1)C1=NOC2COC3(CCN(c4ccc([N+](=O)[O-])cc4)CC3)OCC12 (configuration not stated)	24%	-34%	-9%	-3%	6%	23%	-3%	-89%[inhibitor]
Cc1ccccc1OCC(=O)NCCNC(=O)c1cccnc1	4%	7%	1%	2%	1%	-28%	11%	-3%
COc1ccccc1Nc1nn2c(=O)c3ccc(C(=O)NCCCOC(C)C)cc3nc2s1	.	.	27%	2%	.	-20%	.	-23%
O=C(/C=C/[C@H]1O[C@@H](n2cnc3c(NC(=O)c4ccccc4)ncnc32)[C@H](O)[C@@H]1O)NCCCN1CCCC1=O	24%	-28%	0%	-5%	9%	-9%	-13%	?
COC(=O)Nc1ccc(S(=O)(=O)Nc2ccccc2F)cc1	2%	1%	10%	-2%	1%	-2%	-1%	-6%
CCCN(CCC)Cc1c(C(=O)N/N=C/c2ccc(Br)cc2)nnn1-c1nonc1N	-21%	-18%	-7%	1%	-3%	1%	-4%	-10%
Cc1ccccc1Nc1nnc(SCC(=O)c2ccc(O)cc2O)s1	-13%	-1%	19%	7%	8%	21%	8%	-17%
C[C@@H]1CN([C@@H](C)CO)S(=O)(=O)c2ccc(Br)cc2O[C@H]1CN(C)C(=O)c1ccccc1	-14%	?	23%	0%	11%	15%	4%	-20%
CNC(=S)N(CCc1ccc(OC)c(OC)c1)C1CC(=O)N(c2ccccc2)C1=O (configuration not stated)	-3%	-4%	3%	5%	8%	16%	-7%	-2%
CCOC(CCn1c(SCC(=O)Nc2cc(C)on2)nc2ccccc2c1=O)OCC	-10%	-1%	12%	2%	-2%	-18%	-1%	i
Cc1ccnc(N2C(=O)c3ccccc3C2Nc2ccccc2Cl)c1 (configuration not stated)	-18%	9%	29%	5%	20%	-14%	-8%	-3%
COc1ccccc1CNC(=O)c1cc(-c2ccc(F)cc2C)n[nH]1	-5%	?	7%	2%	26%	-21%	7%	i
COc1ccc(N(CC(=O)N2c3ccccc3CC2C)S(=O)(=O)c2c(C)nn(C)c2C)cc1 (configuration not stated)	-14%	-7%	15%	1%	11%	29%	-7%	i
O=C(Nc1ccc(O)cc1)c1ccc(NC(=O)C2CCCO2)cc1 (configuration not stated)	9%	33%[activator]	?	-5%	-1%	19%	-6%	-12%
CCOc1ccc(NC(=O)CSc2ccc3nnc(-c4cccnc4)n3n2)cc1	5%	9%	7%	-7%	9%	6%	-3%	i
COc1ccccc1NC(=O)NNC(=O)c1ccncc1	12%	3%	-14%	6%	9%	-36%	1%	i
O=C(Nc1ccccc1N1CCOCC1)c1ccncc1	3%	-8%	20%	-8%	5%	0%	12%	i

A portion of the library; rates above refer to the full screens.
